Source: PubChem BioAssay (several laboratories)
HSF1 activator: HSF-1 activators, primary screen, NIH3T3-HGL cells, MG132 stress, luminescence, single point. NIH3T3-HGL HSF-1 luciferase reporter, 8 h; 100% = twice DMSO control signal. activation, % at 9 µM. 300,000 tested, 1.7% active. AID 504408, 2011;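 active means mean replicate activation of at least 50% with a set share of replicates each reaching 50%; inconclusive means only one of those two conditions met; inactive means mean below 50% and too few replicates reaching it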;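 further: 0% = median of the neutral control wells and 100% = twice that signal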
IEC-6 tox: cytotoxicity in IEC-6 intestinal epithelial cells, primary screen, cytotoxicity control for KLF5 inhibitor project, cell-based, luminescence. IEC-6 cytotoxicity, luminescence viability. inhibition, % at 5 µM. 290,000 tested, 0.78% active. AID 1825, 2009; in the data active means inhibition above about 22%;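 further: 0% = plate median of test compound wells and 100% = cytotoxic reference compound wells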
SKKanGAS inh: S. pyogenes SKKanGAS growth inhibitors in kanamycin, primary screen, streptokinase expression inhibitor project, SKKanGAS strain, BacTiter-Glo luminescence; 6 h; inhibition, % at 7.5 µM; 300,000 tested, 1.3% active;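 active means mean replicate score, as percent of positive control median, at least 50; inconclusive means mean below 50 but one replicate at or above 50; inactive means mean and every replicate below 50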;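 further: strain carries kanamycin resistance gene driven by streptokinase promoter and grows in 40 µg/ml kanamycin; loss of luminescence reflects streptokinase promoter inhibition or plain growth inhibition; 0% = median of DMSO wells and 100% = positive control at its reference dose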
aSyn 5UTR inh: MLPCN primary screen, SNCA 5' untranslated region. alpha-synuclein 5'UTR reporter, inhibitor activity. inhibition, % (tested at 7.5 µM). 300,000 tested, 0.82% active. AID 1813, 2009; in the data active means inhibition above about 60%; inconclusive means no clear call, values can overlap the other calls;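 further: H4 neuroglioblastoma cells stably carrying SNCA 5'UTR luciferase fusion; 0% = DMSO wells and 100% = positive control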
KLF5 inh: KLF5 expression inhibitors, primary screen, DLD-1 cells, luminescence. DLD-1 KLF5 promoter-luciferase reporter. inhibition, % at 5 µM. 290,000 tested, 0.23% active. AID 1700, 2009;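 active means inhibition above a per-plate limit of that plate's mean compound inhibition plus 3 SD, cut at about 60% in these data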;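 further: 0% = DMSO wells and 100% = LY294002 at 200 µM; higher means less KLF5 promoter-driven luciferase light; inactives centre near -14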
Platelet DG rel: inhibitors of platelet dense granule secretion, primary screen, cell-based, MLPCN, human platelets; human platelet-rich plasma, SFLLRN dense granule ATP release, luminescence; 300,000 tested, 0.22% active; inhibition, %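 (compounds screened at 7.5 µM in platelet-rich plasma)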; AID 1663, 2009;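 active means mean replicate score, as percent of positive control, at or above 50; inconclusive means mean below 50 but at least one replicate at or above 50; inactive means mean and every replicate below 50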
AI-2 QS modul: Vibrio harveyi AI-2 quorum sensing modulators, primary screen, JMH597 strain, luminescence/OD600 ratio. AID 2094, 2009. 300,000 tested, 0.4% active. activity change, % at 7.5 µM. Vibrio harveyi JMH597 AI-2 luminescence/OD600 ratio, 9 h; hits give low values; strain lacks LuxN and CqsS sensors; 0 = neutral-control median; in the data active means activity change below about -75%, passing the limit was not always enough; inconclusive means no clear call, values can overlap the other calls;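 further: luminescence divided by OD600 gain over 9 h not by final OD600 alone; inactives centre near 13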
HSF1 inhib: HSF1 inhibitors in luciferase reporter cells, primary screen, cell-based, NIH3T3, luminescence; NIH3T3-HGL HSE-luciferase, MG132-induced, luminescence 8 h; hits give low values; activity change, negative = inhibition, % at 7.5 µM (by protocol); 300,000 tested, 0.77% active;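 active means more than half of replicate wells show activity change below -50%, luminescence cut by over half; inconclusive means some wells, but at most half, below -50%; inactive means no replicate well below -50%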;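 further: luciferase reports HSF-1 transcriptional activity via heat shock element; 0% = median of DMSO wells and -100% = zero luminescence signal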
HIF act: HIF pathway transcriptional activators, primary screen, cell-based, U2OS HRE-luciferase, luminescence | U2OS HRE-luciferase reporter; normalized: DMSO 0%, desferrioxamine 100% | activation, % at 7.5 µM (by protocol) | 300,000 tested, 0.32% active | AID 1910, 2009;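 active means mean activation of at least 10% of the iron chelator positive control signal, with at least half of replicates also reaching 10%; inconclusive means mean and replicate majority disagree about reaching 10%; inactive means mean and most replicates under 10%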
HSP90 refold inh: HSP90 inhibitors, primary screen, cell lysate, luminescence. Heat shock protein HSP 90 (rabbit reticulocyte lysate; luciferase refolding). Rabbit reticulocyte lysate, luciferase refolding luminescence, 3 h. inhibition, % at 5.6 µM. 290,000 tested, 0.91% active;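 active means inhibition above the screen-wide mean plus 3 SD, computed separately per campaign, cut at about 16% in these data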;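 further: 0% = DMSO wells and 100% = 60 µM geldanamycin wells; inhibitors lower the luminescence because luciferase stays unfolded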
Starred values were filed as active, the others as inactive; u = inconclusive; x = no result given; & = joins results of further samples.

smiles	SKKanGAS inh	aSyn 5UTR inh	HSP90 refold inh	HIF act	HSF1 inhib	IEC-6 tox	AI-2 QS modul	HSF1 activator	KLF5 inh	Platelet DG rel
CCOC(=O)Nc1ccc(S(=O)(=O)NCCCN2CCOCC2)cc1	0	1	-1	-0.3	2	-5	10	-3	-27	-10
CC(C)(C)SCCNC(=O)/C=C/c1ccc([N+](=O)[O-])cc1	3	-11	2	0.9	-1	1	12	-19	29	0
Fc1ccccc1/C=N/N1CCN(Cc2ccccc2Cl)CC1	13	-51	1	0.3	2	-1	-3	1	-6	-6
COc1ccc(CSc2nnc(SCc3ccc([N+](=O)[O-])cc3)s2)cc1	5	-122	-3	0.0	12	0	14	-8	21	1
COC(=O)c1ccc(COc2ccccc2/C=C(\C#N)C(=O)NC(C)C)cc1	-1	-41	2	2.3	13	-6	30	25	-5	3
CC(=O)NC(Cc1ccccc1)C(=O)NC1CCN(C(=O)c2cnccn2)CC1 (configuration not stated)	2	-38	2	-0.6	2	0	27	5	-24	-12
CCN1C(=C(C#N)C#N)C=Cc2ccccc21	-3	32	-2	-0.4	-3	-1	37	-3	11	-1
Cn1c(C(=O)N(Cc2ccccc2)Cc2cccs2)cc2sccc21	8	11	5	-0.1	1	0	-7	11	-22	5
O=C(CCCNC(=O)c1ccc(Cl)cc1)OCc1cccc(Br)c1	-23	-19	x	0.4	10	x	20	17	x	-1
CC(CCc1ccccc1)NC(=O)/C=C/c1ccc(F)cc1 (configuration not stated)	1	-3	0	0.2	5	1	7	15	-8	-7
O=C(O)CCCCCNC(=O)C(=O)C1C(=O)Nc2ccccc21 (configuration not stated)	1	-13	-2	-0.1	-1	1	19	1	-11	-4
CCn1c(C)cc2c(c1=O)C(c1ccccc1Br)C(C#N)=C(N)O2 (configuration not stated)	-6	11	2	-0.3	-2	-5	-5	1	26	-1
Cc1ccc(N2CCCn3c2cc(C)c(C#N)c3=O)cc1Cl	1	24	-6	-1.5	-2	1	24	-6	-20	4
CCN=C1S/C(=C\c2cn(CC)c3ccccc23)C(=O)N1CC	-14	-14	5	-0.1	-4	12	27	7	2	-3
COC(=O)c1c(NC(=O)C2CCCCC2)sc2c1CCN(C(C)C)C2	-1	-8	0	-0.1	-1	9	-2	-8	2	11
N/C(=N\OC(=O)Cc1ccccc1)c1cccc(Br)c1	-11	-72	1	1.4	10	1	2	6	-21	-17
Cc1cc(S(=O)(=O)N2CCCOC2CNC(=O)C(=O)NCc2ccco2)ccc1F (configuration not stated)	3	9	2	0.1	-4	3	8	-6	-9	2
O=C(COc1nc2ccccc2nc1N1CCOCC1)NC1CCCCC1	-1	-11	0	-0.2	-1	7	22	24	-11	1
CN(Cc1nc(-c2cnccn2)no1)CC1CCN(Cc2ccccc2)CC1	1	-26	2	x	x	3	6	x	-4	-2
COc1ccc(C(=O)CC(=O)c2ccccc2O)cc1OC	10	-33	3	0.2	2	1	6	18	-50	3
Cc1ccc(C)c(-c2csc(N)c2C(=O)OC(C)C)c1	53*	11	1	-0.2	-2	-7	15	6	-33	6
COCCNC(=O)C(c1ccc(C)o1)N(Cc1ccccc1)C(=O)Cn1nnc2ccccc21 (configuration not stated)	2	-4	-2	0.2	5	-2	6	12	13	2
Cc1cccc(C(=O)N(C)c2nnc(-c3ccncc3)s2)c1	-6	-19	-3	-1.5	-1	-5	4	-3	-22	2
Cc1cc2ccccc2c(=O)n1CC(=O)NCC(=O)N(C)C1CCCCC1	0	-1	28*	-0.1	-2	0	11	6	6	-6
Cc1ccc(C)c(NS(=O)(=O)c2ccc3oc(=O)ccc3c2)c1	x	3	-4	-1.0	-1	2	-1	0	-45	2
OCC1(CO)COC2(CCCC2)N1	1	11	3&3	-0.2	1	-5&-5	32	4	-9&-2	-4
CCOC(=O)C1=C(C)NC(C)=C(C(=O)OCC)C1c1ccc([N+](=O)[O-])s1	51*	20	0	0.2	14	-6	33	21	-3	-4
O=C(COC(=O)CCCN=C1NS(=O)(=O)c2ccccc21)NC(=O)NC1CCCC1	-2	12	1	0.6	-2	2	17	-9	-3	-4
CC(=O)Nc1ccc(Nc2nc(-c3ccccc3)nc3ccccc23)cc1	-2	-27	-1	-0.1	7	13	22	5	-10	2
CCc1nc(NCCc2ccccn2)c2nnn(Cc3ccccc3F)c2n1	-1	23	7	-3.7	2	5	21	12	5	-1
Cc1cc(C(=O)N/N=C/c2cccc(OC(=O)c3cccc(Br)c3)c2)n[nH]1	x	x	-5	x	x	-5	-2	x	-31	x
CCOc1cc(C#N)c(NC(=O)c2ccco2)cc1OCC	-12	0	-2	1.7	-10	21	-14	9	23	-13
Cn1cc(S(=O)(=O)N2CCOCC2)cc1C(=O)Nc1ccc(Cl)cc1	3	1	0	0.0	-1	2	-1	-8	-27	99*
O=C(CSCc1ccc(C(=O)O)cc1)Nc1ccccc1	7	0	-2	-0.3	1	-1	23	-10	1	-2
O=C(O)CCC(=O)Nc1ccccc1C(=O)NCc1ccccc1	0	22	-2	-0.1	11	-4	8	25	12	-2
CC1(C)CC(=O)C2=C(C1)N(Cc1ccccc1)C(=O)C2(O)C(F)(F)F (configuration not stated)	-3	5	-1	0.1	-1	0	9	-2	-13	u
CCN(CC(=O)NC1CCS(=O)(=O)C1)Cc1nc2c(Br)cc(Br)cc2c(=O)[nH]1 (configuration not stated)	6	12	7	-0.3	1	5	19	1	1	-6
COc1cccc(/C=N/NC(=O)c2ccoc2C)c1O	77*	-71	7	25*	10	-1	0	35	51	98*
Cc1cccc(-n2c(C)cc(/C=N\NC(=O)c3cccs3)c2C)c1	-2	-62	-6	-8.5	-43	1	35	-44	-5	1
CCc1ccc(-c2nc(CS(=O)CC(=O)NCc3ccccc3)c(C)o2)cc1 (configuration not stated)	-5	-4	0	-0.3	2	-3	47	2	-23	-1
CCOC(=O)c1[nH]c2cc(OC)c(OC)cc2c1NC(=O)CN(C)C1CCCCC1	2	28	4	0.2	-3	-6	12	-10	-22	4
CN(C)S(=O)(=O)c1ccc(NC(=O)CN2CCN(C(c3ccccc3)c3ccccc3)CC2)cc1	10	19	-1	0.4	8	-4	15	1	-15	-2
O=C(c1ccc(C(F)(F)F)cc1)C1CCCN(C(=O)CCn2cncn2)C1 (configuration not stated)	-3	-44	-1	1.2	-1	0	20	-12	-12	-1
CN(C)C(=O)c1c([N+](=O)[O-])c(C(C)(C)C)nn1C	1	6	-5	0.6	-8	-1	4	-14	-18	-17
COc1ccc(NC(C)(C)c2nnnn2-c2c(C)cccc2C)cc1	3	11	6	-13	-5	0	-9	12	-20	4
O=C1c2ccccc2C(=O)C1(CO)c1ccccc1	1	-63	-2	-0.1	-8	5	16	-27	-51	1
CC1CN(C(=O)COC(=O)c2ccc(Cl)c(N)c2)CC(C)O1 (configuration not stated)	3	-8	0	-0.1	7	2	12	21	-18	7
COc1ccccc1NS(=O)(=O)c1cc(C(=O)NCc2ccncc2)ccc1C	10	-13	x	-0.2	1	x	0	12	x	-11
COC(=O)CSc1nc(N2CCOCC2)c2c(c1C#N)CCCC2	-5	-10	1	-0.2	0	4	3	12	-13	-1
Cc1c(C(=O)O)sc2nc(SCC(=O)Nc3ccc(S(=O)(=O)NCCCC(=O)O)cc3)[nH]c(=O)c12	-7	-27	-2	-0.3	-2	-4	13	3	-11	-3

(list continues)
smiles	SKKanGAS inh	aSyn 5UTR inh	HSP90 refold inh	HIF act	HSF1 inhib	IEC-6 tox	AI-2 QS modul	HSF1 activator	KLF5 inh	Platelet DG rel
COc1cccc2c1O/C(=N\O)C(C(=O)Nc1cccc(C)c1C)C2 (configuration not stated)	0	-22	1	-1.9	-6	0	0	11	-7	0
CCC(C(=O)NCc1ccco1)N(Cc1cccs1)C(=O)CNS(=O)(=O)c1ccccc1 (configuration not stated)	-5	-4	-1	-0.5	2	-5	12	-2	-10	3
Cc1nc2oc(C(=O)c3ccccc3)c(N)c2c2c1COC(C)(C)C2	13	-83	-1	3.0	0	2	15	0	-4	0
Brc1ccc(N=NNc2ccccc2)cc1	18	-188	1	2.3	1	5	75	15	-44	-3
CCOC(=O)Cn1c(C)[n+](C)c2cc(Cl)c(Cl)cc21	-13	-11	-4	-0.3	-3	-1	22	-1	-32	-10
Cc1ccc(S(=O)(=O)N2CCN(C(=O)c3ccc(S(=O)(=O)N4CCCC4)cc3)CC2)cc1	11	18	-1	0.5	1	4	-2	-7	-50	1
COC(=O)c1ccc(-c2nc3cc(Cl)c(N)cc3s2)cc1	4	29	9	-0.6	-57*	-1	10	-65	-134	26
C/C(=N/N1CCN(Cc2cccc3ccccc23)CC1)c1cccnc1	-4	8	2	-0.2	-3	-4	11	21	-2	19
Cc1cccc(OC(=O)CN2C(=O)C3C4CCC(C4)C3C2=O)c1C (configuration not stated)	-8	-3	1	-0.4	0	-1	6	15	14	-3
COc1ccc(Cl)cc1N(C)C(=O)CCc1nc(-c2ccc(C)cc2)no1	4	13	1	-0.4	0	-3	16	18	9	5
CN(C)CCNC(=O)Nc1cccc(Cl)c1Cl	-18	4	1	-0.1	-5	-5	-1	8	-32	-7
CS(=O)(=O)N(CC(=O)Nc1ccccc1Sc1ccccc1)c1ccc(F)cc1	-1	33	-3	0.0	21	-2	18	26	-22	-3
CCOC(=O)C1CCCN(C(=O)c2ccccc2SCCOC)C1 (configuration not stated)	-4	12	-2	-0.2	9	-5	11	27	12	0
CCn1nnnc1SCC(=O)N1CCCCC1	10	-6	x	-0.1	0	x	39	2	x	19
COc1cc2cc(/C=C/C(=O)c3ccco3)c(Cl)nc2cc1OC	3	6	1	3.2	8	-2	32	25	-27	0
COc1ccc(C(=O)CSc2ccccc2C(=O)O)cc1	4	-30	32*	0.6	12	2	33	23	-67	5
COc1ccc(NC(=O)C2=CC(c3ccco3)=NS(=O)(=O)N2C)cc1OC	-1	-4	-1	-0.2	0	0	10	0	3	2
O=C(NCc1cn(-c2ccccc2)nc1-c1ccccc1)c1cccc([N+](=O)[O-])c1	-1	-9	1	-0.3	7	10	18	26	0	0
CCCCN(CC)C(=O)c1ccc(Cl)c(Cl)c1	-3	11	4	0.3	-9	5	27	1	-6	-1
O=C(Nc1cccc(Cl)c1)c1cc(S(=O)(=O)NCCc2ccc(Cl)cc2)ccc1F	41	13	4	0.0	14	1	30	46	-13	-3
O=C(CN1C(=O)c2ccccc2C1=O)OCC(=O)c1ccccc1	-12	7	x	0.2	0	x	14	1	x	-6
